TTR transcr act: TTR transcription activators in neuroblastoma reporter cells, primary screen, cell-based, luminescence, SH-SY5Y, TTR promoter Gaussia luciferase; activation, % at 16.7 µM; 92,000 tested, 1.3% active; 100% = recombinant luciferase protein wells;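 active = activation above the mean of all tested compounds plus 3 SD, cut at about 9.5% in these data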;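 note: cells exposed to compounds for one day before reading; 0% = median of all test compound wells on the plate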
The depositor's hits bear a star. Only part of the results is shown (hit frequency here may not be typical).

TTR transcr act,SMILES
0.4,Cc1ccc(S(=O)(=O)N(C)CC(=O)OCC(=O)c2ccc3c(c2)NC(=O)CO3)cc1
0.0,N#C/C(=C\c1ccc(OC(F)F)cc1)C(=O)N1CCCCC1
-0.4,CCOCCCNc1c2c(nc3cc(-c4ccc(F)cc4)nn13)CCC2
3.1,O=C1/C(=C/c2cccnc2)Oc2cc(OS(=O)(=O)c3ccc(Cl)cc3)ccc21
-1.4,Cc1cc(C)n2cc(COc3ccc4ccccc4c3)nc2n1
0.6,CN1CCN(S(=O)(=O)c2ccc(C(=O)NC3CCCCC3)cc2)CC1
1.7,Cc1cccc(OCC(=O)Nc2nnc(-c3ccco3)s2)c1
-0.6,CC(C)(C)NC(=O)CSC(=Nc1cccc(F)c1)NC#N
9.1,CCC(C)(C)n1nnnc1C(CC(C)C)N1CCC(C(N)=O)CC1 (stereo not given)
2.6,C[C@H](CO)N1C[C@H](C)[C@@H](CN(C)Cc2ccccc2)OCc2cnnn2CCCC1=O
-0.5,CN=C1S/C(=C/c2cc(C)n(-c3ccc(Cl)cc3F)c2C)C(=O)N1C
-1.2,CCCNC(=O)c1ccc2c(=O)c(O)c(C)[nH]c2c1

2 entries picked at random from the list so far, as already listed:
TTR transcr act,SMILES
0.4,Cc1ccc(S(=O)(=O)N(C)CC(=O)OCC(=O)c2ccc3c(c2)NC(=O)CO3)cc1
-0.4,CCOCCCNc1c2c(nc3cc(-c4ccc(F)cc4)nn13)CCC2

Additional compounds follow:
TTR transcr act,SMILES
11.4*,CCN1CCN(c2nc3sc4c(c3c3ncnn23)CC(C)CC4)CC1 (stereo not given)
-1.9,CC(=O)Nc1ccc(C(=O)N/N=C/c2ccc(F)cc2)cc1
-1.4,Cc1oc2cc3oc(=O)c(CCC(=O)N4CCC(C(=O)O)(c5ccccc5)CC4)c(C)c3cc2c1C
0.7,NC(=O)C[n+]1cccc(C(=O)Nc2ccccc2)c1
-1.2,CCOC(=O)CCCNC(=O)OCCCN1CCC2(CCC(c3ccccc3)CC2)C1=O (stereo not given)
2.1,COc1ccc(-c2cc(C(F)(F)F)nc(N3CCN(C)CC3)n2)cc1OC
0.1,O=S(=O)(Nc1ccc2c(c1)OCCO2)c1ccc(F)c(F)c1
2.7,N=c1n(CCN2CCCCC2)c2ccccc2n1CC(O)c1cccc(Br)c1 (stereo not given)
-0.2,CC(C)Cc1ccc(C(=O)NCc2ccc3c(c2)OCO3)o1
0.8,COC(=O)C1=C(C)N(CCc2c[nH]c3ccccc23)C(=O)/C1=C\N(C)C
-4.7,CN1c2ccccc2C(C)(C)C12C=Cc1cc(O)ccc1O2 (stereo not given)
3.6,Cc1ccc2c(CN(C)Cc3ccccc3)cc(=O)oc2c1C
1.0,COc1ccc(NC(=O)C2C(=O)N(CCO)C3(C)CC2c2ccccc2O3)cc1 (stereo not given)
2.8,CC1CC(C)CN(S(=O)(=O)N2CCCC(C(=O)NC3CCCCC3C)C2)C1 (stereo not given)
1.3,C=CCc1ccc(OCCOCCOc2cccc3ccc(C)nc23)c(OC)c1
-0.2,Cc1cc(NC(=O)C(=O)NCc2cccc(Cl)c2)no1
3.3,Nc1nc(Sc2ccc(C(F)(F)F)cn2)n[nH]1
1.0,COc1ccccc1NS(=O)(=O)c1cc([N+](=O)[O-])ccc1N/N=C/c1sc(N2CCOCC2)nc1-c1ccccc1
1.5,Cc1nc(N2CCCCC2)c2c(C)c(C(=O)Nc3ccccc3C(F)(F)F)sc2n1
-0.7,O=S(=O)(Cc1ccccc1)Nc1ccc(S(=O)(=O)N2CCCC2)cc1
-3.2,Cc1nnc2ccc(Oc3ccc(-c4ccccc4)cc3)nn12
1.8,COc1ccc(/C=N/NC(=O)c2ccc3nc[nH]c3c2)cc1
-0.6,COC(=O)C[C@@H]1CC[C@@H](NS(=O)(=O)c2ccc(F)cc2)[C@@H](CO)O1
-1.5,COc1cccc(C(=O)Nc2c[nH]c(=O)[nH]c2=O)c1
0.6,CN1CCC(OC(=O)COc2ccc(F)cc2)CC1
-0.6,Cc1onc(-c2ccccc2)c1C(=O)Nc1ccnn1C1CCCCC1
-2.8,CC(C)(C)c1ccc(Cn2nnc3c(=O)[nH]c(C4CCN(C(=O)c5ccco5)CC4)nc32)cc1
0.4,CCOc1ccc(C(=O)OC(C)CN2CCN(C)CC2)cc1 (stereo not given)
1.1,CCc1ccccc1NC(=O)c1cnccn1
0.1,O=[N+]([O-])c1ccc(/C=N/Nc2cc(Cl)nc(-c3ccccc3)n2)cc1
1.0,CCOCCCNc1nc2c(-c3ccccc3)nnn2c2ccccc12
-1.3,CCCn1c(N2CCN(C(=O)Nc3ccccc3)CC2)nc2ccccc21
-1.9,COc1ccccc1CNC(=O)C1CCN(c2nc3ccccc3o2)CC1
2.8,CCOc1cc(/C=N/O)ccc1OCc1ccc([N+](=O)[O-])cc1
3.2,O=C(NN1C(=O)C2C3C=CC([C@H]4CC34)[C@@H]2C1=O)c1ccc(Br)cc1 (stereo not given in full)
0.3,COc1ccc(C2Sc3nncn3N2Cc2ccc(C#N)cc2)cc1 (stereo not given)
0.9,CN(C)c1ccc(P(=O)(OC2CCCCC2)C(O)c2cccnc2)cc1 (stereo not given)
-0.5,CC(=O)c1ccc(NC(=O)C2Cc3ccccc3CN2C(=O)c2ccccc2)cc1 (stereo not given)
-1.6,Cc1ccc(-c2csc(/C(C#N)=C/Nc3ccccc3SC(F)(F)F)n2)c(C)c1
3.2,Cc1ccc(NC(=O)C2CCCN2C(=O)OCc2ccccc2)cc1C (stereo not given)
-0.4,Cc1ccc(CNC(=O)c2ccc(N3CCC4(CC3)CC(c3ccccc3)=NO4)c(NC(=O)c3c(Cl)cccc3Cl)c2)cc1
-3.5,O=C(Nc1nnc(-c2cccs2)s1)c1cccc(F)c1
-0.6,Cc1ccc2nc(-c3cccc(Br)c3)cc(C(=O)NCC3CCCO3)c2c1 (stereo not given)
-0.5,CC(C)(C)c1ccc2c(c1)OC(C(=O)N/N=C\c1ccncc1)CO2 (stereo not given)
-1.8,CCOC(=O)C1=CN(CC)S(=O)(=O)NC1CCc1ccccc1 (stereo not given)
-1.1,O=C(CN1C(=O)c2ccccc2C1=O)N1CCCCC1
-1.1,Cc1ccc(NC(=O)CSc2nnc(C)c(=O)n2N)c(C)c1
0.1,CCN1CCCC1CNC(=O)c1cc(COc2ccc(C)c(C)c2)on1 (stereo not given)
-1.2,Cc1cc(C)n(CCc2nc(-c3ccc(C)o3)cs2)n1
-3.1,CCOC(=O)Cn1c(C)cc(=O)c2cccc(C)c21
-3.6,CCCOc1ccc(C(=O)Nc2ccc3c(c2)OCCO3)cc1
-4.9,CCOc1ccc(Nc2nc(Cc3nnc(SCC(=O)c4ccc(C)c(C)c4)o3)cs2)cc1
2.4,CC(Sc1ccccn1)C(=O)NC1CCCC1 (stereo not given)
-0.1,CCn1cc(C(=O)NCc2cccs2)c(=O)c2cc(S(=O)(=O)N3CCOCC3)ccc21
2.9,CCOC(=O)N1CCN(S(=O)(=O)c2ccc3c(c2)CCN3C(=O)CC)CC1
1.0,O=C(CN1C(=O)C(=O)N(CCC2=CCCCC2)C1=O)Nc1ccc(F)cc1F
0.7,C=CCc1cc(Cl)ccc1OCCn1ccnc1
1.5,CCOC(=O)CN1C(=O)C(O)=C(C(C)=O)C1c1ccc(F)cc1 (stereo not given)
0.2,CCN(c1ccccc1)S(=O)(=O)c1ccc(OCC(=O)N2CCCC2)cc1
1.3,Cc1ccc(CN2CCN(/N=C/c3ccccc3)CC2)cc1

Part of the list above, in CSV form.
compound,TTR transcr act
CCOc1ccc(Nc2nc(Cc3nnc(SCC(=O)c4ccc(C)c(C)c4)o3)cs2)cc1,-4.9
CC(Sc1ccccn1)C(=O)NC1CCCC1 (stereo not given),2.4

New compounds follow.
TTR transcr act,SMILES
0.7,O=C(CSc1nc2ccc(Nc3nc(N4CCOCC4)nc(N4CCOCC4)n3)cc2s1)Nc1ccccc1F
2.8,CCN(CC)CCN(C(=O)CCS(=O)(=O)c1ccccc1)c1nc2cc(C)cc(C)c2s1
-1.1,COc1ccc(CNc2ccc(C)c(C)c2)cc1
-1.1,COc1ccccc1Cc1c(-c2ccc(OC)c(OC)c2)nc2c(Cl)cc(C(F)(F)F)cn12
0.0,O=C(O)Cn1ccnc1
-0.3,Cc1cc(OC(C)C(N)=O)nc(-c2ccccc2)n1 (stereo not given)
-0.1,CCCC(=O)Nc1ccc(C(=O)N/N=C/c2cccnc2)cc1
0.2,CC(=O)C1C(C)CC2C3CCC4CC(=O)CCC4(C)C3CCC21C (stereo not given)
1.8,COc1ccccc1NC(=O)CSc1nccc(-c2ccco2)n1
-0.7,CCN(Cc1cccs1)c1ncnc2ccc(-c3ccc4c(c3)OCO4)cc12
0.2,Cc1cccc2nc3c(nc12)-c1ccccc1C3=O
-0.7,O=C(c1ccccc1/S(=N/S(=O)(=O)c1ccccc1)N1CCOCC1)N1CCOCC1 (stereo not given)
0.3,CCOc1cccc(NCc2cc3c(C(C)(C)C)nn(-c4ccccc4)c3[nH]c2=O)c1
2.8,CCc1ccc(CCNC(=O)OC2CC3CC2[C@H]2CCCCN2C3)cc1 (stereo not given in full)
1.8,Cc1cc2oc3ccc(NCCC4CCCN4C)cc3c(=O)c2cc1C (stereo not given)
1.0,Cc1ccccc1-n1c(SCC(=O)N2CCC(C(=O)O)CC2)nnc1-c1ccncc1
-0.3,O=C(OCc1csc(-c2ccccc2)n1)c1ccc(O)cc1
1.0,O=C(CC[C@H]1O[C@@H](n2cnc3c(NC(=O)c4ccccc4)ncnc32)[C@H](O)[C@@H]1O)NCc1nc2ccccc2[nH]1
-0.9,Fc1ccc(CNCCC(Cc2ccccc2)c2ccco2)cc1 (stereo not given)
2.2,COc1ccc(NC(=O)CSc2nnc(-c3ccccn3)n2N)c(OC)c1
-0.2,Cc1cc(-n2c(C)cc(C(=O)COc3cccnc3[N+](=O)[O-])c2C)no1
-1.2,O=C1CN(C(=O)CSc2nc3ccccc3c(=O)n2Cc2ccc(F)cc2)c2ccccc2N1
-2.9,Cc1ccc(S(=O)(=O)N(C)C[C@H]2Oc3c(NC(=O)Nc4cccc5ccccc45)cccc3C(=O)N([C@@H](C)CO)C[C@@H]2C)cc1
2.4,COc1ccc(/C=N/n2c(-c3cccs3)n[nH]c2=S)cc1

An excerpt from above in order of heavy-atom count, ascending.
TTR transcr act,SMILES
0.0,O=C(O)Cn1ccnc1
0.2,Cc1cccc2nc3c(nc12)-c1ccccc1C3=O
2.4,COc1ccc(/C=N/n2c(-c3cccs3)n[nH]c2=S)cc1
-0.3,O=C(OCc1csc(-c2ccccc2)n1)c1ccc(O)cc1
-0.1,CCCC(=O)Nc1ccc(C(=O)N/N=C/c2cccnc2)cc1
1.8,COc1ccccc1NC(=O)CSc1nccc(-c2ccco2)n1
-0.2,Cc1cc(-n2c(C)cc(C(=O)COc3cccnc3[N+](=O)[O-])c2C)no1
2.2,COc1ccc(NC(=O)CSc2nnc(-c3ccccn3)n2N)c(OC)c1
-0.7,CCN(Cc1cccs1)c1ncnc2ccc(-c3ccc4c(c3)OCO4)cc12
-0.7,O=C(c1ccccc1/S(=N/S(=O)(=O)c1ccccc1)N1CCOCC1)N1CCOCC1 (stereo not given)
-1.1,COc1ccccc1Cc1c(-c2ccc(OC)c(OC)c2)nc2c(Cl)cc(C(F)(F)F)cn12
-1.2,O=C1CN(C(=O)CSc2nc3ccccc3c(=O)n2Cc2ccc(F)cc2)c2ccccc2N1
1.0,O=C(CC[C@H]1O[C@@H](n2cnc3c(NC(=O)c4ccccc4)ncnc32)[C@H](O)[C@@H]1O)NCc1nc2ccccc2[nH]1
-2.9,Cc1ccc(S(=O)(=O)N(C)C[C@H]2Oc3c(NC(=O)Nc4cccc5ccccc45)cccc3C(=O)N([C@@H](C)CO)C[C@@H]2C)cc1

(more compounds)
TTR transcr act,SMILES
0.0,O=C1N=C(N2CCOCC2)S/C1=C\C=C/c1ccccc1
-0.1,O=C(COC(=O)c1cc[n+]([O-])cc1)Nc1cccc(Cl)c1Cl
-0.4,COc1cc(/C=N/NC(=O)CCn2c3ccccc3c3ccccc32)ccc1O
-1.2,COc1ccc(CCNC(=O)CSc2nn(-c3ccccc3)c(=S)s2)cc1
-0.2,NC(=O)N/N=C\c1cccs1
8.3,CC(=CC(=O)c1ccccc1)c1ccccc1
-0.1,COc1ccc(Cl)cc1NC(=O)NC1CCCCC1
0.1,CCCNC(=O)CSc1nc2[nH]ncc2c(=O)[nH]1
-1.1,CCOC(=O)N1CCN(C(=O)c2n[nH]c(=O)c3ccccc23)CC1
-1.8,COC(=O)C1=C(C)NC(=S)NC1c1ccc(-c2cccc(Cl)c2)o1 (stereo not given)
-1.0,COC(=O)[C@@H]1C[C@@]2(O)[C@H](O)[C@H](O)[C@H](O)C[C@H]2N1Cc1cc(OC)cc(OC)c1
0.8,CCC[C@H]1[C@@H](NC(=O)c2ccc(C)cc2)CC[C@@]23CCCN2C(=O)CCC[C@@H]13
-3.8,Cc1cccc(OCCCC(=O)NC(C)c2ccccc2)c1 (stereo not given)
3.5,NC(=O)c1nn(-c2ccccc2)nc1N
5.9,Cc1ccnc(NC(=O)C2CCN(S(=O)(=O)c3c(C)c(C)cc(C)c3C)CC2)c1
3.2,COC(=O)N/N=C/c1cccc([N+](=O)[O-])c1
-0.4,CC(=O)c1cccc(NC(=O)COC(=O)c2cccs2)c1
-2.1,CC(=O)Oc1cc2c(cc1Cl)C(c1cccs1)CC1(CC(C)(C)NC(=S)N1)O2 (stereo not given)
1.0,COCCn1c(SCc2ccc(Cl)cc2)nc2c1c(=O)[nH]c(=O)n2C
-0.2,COc1ccc(-c2[nH]ncc2CN2CCN(Cc3cccs3)CC2)cc1F
-0.5,O=C(COC(=O)/C=C/c1ccc(OC(F)F)cc1)NC(=O)NC1CCCCC1
0.8,COCOCCn1cc(CN2CCS(=O)(=O)N(Cc3ccc(-c4ccc(F)nc4)cc3)C(C)C2=O)nn1 (stereo not given)
-2.4,CCOC(=O)C(=O)N/N=C/c1ccco1
-0.9,CCOc1ccc(-c2nn[nH]n2)cc1OCC
-1.7,CC(=O)C1C(=O)c2c(cccc2[N+](=O)[O-])C1=Nc1cccc(Cl)c1 (stereo not given)
1.1,COC(=O)c1ccc(NCN2C(=O)C3C4CCC(C4)C3C2=O)cc1 (stereo not given)
-0.1,CCc1nc2ccc(C(=O)N(C)CCCN(C)C)cn2c1N(C)C(=O)C1CCCCC1
